Source: PubChem BioAssay
KCNK3 block: human KCNK3 channel inhibition, primary screen; CHO-KCNK3 thallium flux, FluxOR fluorescence; active compounds read low; AID 602410; actives 0.84% (n = 340,000); B-score at 10 µM;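 active = B-score under library mean minus 4 SD, starting fluorescence ratio at most library mean plus 5 SD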;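 also: more negative B-score means stronger inhibition of thallium flux through KCNK3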
KCNQ1 act: potentiators or activators of human KCNQ1 potassium channel | P51787 | CHO-K1 KCNQ1, thallium flux FluxOR fluorescence; active compounds read high | B-score at 10 µM | actives 0.35% (n = 310,000) | AID 2648;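 active = fluorescence ratio B-score, a plate-corrected score, at least three library SD, with initial intensity B-score within 5 SD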
Target sequence (P51787 whole entry, looked up): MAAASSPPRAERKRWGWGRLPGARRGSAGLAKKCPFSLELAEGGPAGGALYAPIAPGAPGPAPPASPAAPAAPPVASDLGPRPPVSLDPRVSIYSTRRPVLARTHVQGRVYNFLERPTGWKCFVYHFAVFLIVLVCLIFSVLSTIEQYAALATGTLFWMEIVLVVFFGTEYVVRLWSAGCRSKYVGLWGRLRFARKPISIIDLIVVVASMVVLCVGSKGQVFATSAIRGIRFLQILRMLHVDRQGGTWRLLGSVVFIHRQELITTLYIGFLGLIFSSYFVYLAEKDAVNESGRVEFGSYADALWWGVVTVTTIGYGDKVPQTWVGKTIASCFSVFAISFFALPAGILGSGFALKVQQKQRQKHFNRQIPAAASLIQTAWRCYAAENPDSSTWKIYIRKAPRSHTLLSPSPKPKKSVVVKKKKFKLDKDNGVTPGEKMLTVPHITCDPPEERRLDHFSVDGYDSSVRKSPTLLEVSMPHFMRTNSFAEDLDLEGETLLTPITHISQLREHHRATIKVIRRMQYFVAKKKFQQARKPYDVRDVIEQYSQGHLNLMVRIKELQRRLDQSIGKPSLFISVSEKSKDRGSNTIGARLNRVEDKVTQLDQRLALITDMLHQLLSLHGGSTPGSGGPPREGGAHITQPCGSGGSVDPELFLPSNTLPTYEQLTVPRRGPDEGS
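Assay system: CHO-K1 cells stably expressing KCNQ1; Medium: assay buffer with matched DMSO; Also added: K+/Tl+ depolarizing stimulus; Dosing: single dose; Timing: dye 90 min, compound 20 min, room temperature; Measured by: kinetic FluxOR thallium fluorescence, 10-s 1-Hz baseline, 110-s post-stimulus read; Read-out: peak-minus-minimum fluorescence over initial fluorescence, negative-control normalized, B-scored.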
KCNQ1 inh: human KCNQ1 channel inhibition; P51787; CHO-K1 KCNQ1, FluxOR thallium flux fluorescence; active compounds read high; B-score at 10 µM; actives 1.3% (n = 310,000); AID 2642;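 active = compounds whose thallium flux B-score, printed positive for inhibition, exceeds three library SD while starting fluorescence stays within three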;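 also: channel opened by potassium depolarization with thallium stimulus after 20 min compound exposure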
TRPC4 potent: allosterically enhances the mouse TRPC4 cation channel; HEK293 TRPC4beta/mu-opioid, DAMGO EC20, Fluo-4 Ca2+ flux; active compounds read high; B-score at 10 µM; actives 0.42% (n = 310,000); AID 2227;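 active = B-score of calcium response area above 5 SD of library B-scores, with initial fluorescence ratio within 5 SD of library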;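 also: B-score of integrated fluorescence ratio over time as area under calcium response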
TMEM16A act: mouse TMEM16A channel activation, primary screen | HEK293 TMEM16A/YFP-H148Q/I152L, iodide quench fluorescence; active compounds read low | B-score at 10 µM | Q8BHY3 | actives 0.3% (n = 340,000);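 active = fluorescence-ratio B-score plate-corrected deviation score at least 3 library SD below zero, with starting fluorescence score within 5 deviations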;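 also: channel opened by trigger with iodide after compound preincubation; score built on the fluorescence ratio of max minus min over baseline; more negative score means more quench and so TMEM16A activation or potentiation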
TMEM16A inh: blocks the mouse calcium-activated chloride channel TMEM16A; Q8BHY3; HEK293 TMEM16A/YFP iodide influx fluorescence, ionomycin; normalized B-score (activity score, 25-100; higher = stronger inhibition) at 10 µM; actives 1.2% (n = 310,000); AID 588511;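 active = ratio plate-corrected score three or more library SD toward inhibition, starting fluorescence score within five deviations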;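 also: score derived from kinetic fluorescence span divided by baseline fluorescence per well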
TRPC4 agonist: opens the mouse TRPC4 cation channel; actives 0.49% (n = 310,000); Q9QUQ5; B-score at 10 µM; HEK293 TRPC4beta/mu-opioid, Fluo4 calcium fluorescence; active compounds read high;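 active = B-score above 5 SD of library B-scores, and initial fluorescence ratio not above library mean plus 5 SD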;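 also: positive B-score marks a calcium rise read as TRPC4 activation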
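Assay system: HEK293 stable line with TRPC4beta plus mu-opioid receptor; schedule: 45 min room-temperature Fluo4 loading, 110 s read; technique: kinetic Fluo4 calcium fluorescence; evaluation: integrated baseline-normalised fluorescence ratio, converted to per-well B score; controls: buffer (low) and maximal DAMGO (high)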
hERG rescue: compounds protecting human hERG from proarrhythmic drug block; Q12809; CHO-hERG, FluxOR thallium flux, dofetilide IC70 present; activation (rescue from dofetilide block), less the hit threshold, % at 10 µM; actives 0.51% (n = 310,000);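 active = activation above the mean of controls blocked by dofetilide plus 5 SD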;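 also: thallium influx through hERG after potassium depolarization seen as dye fluorescence rise; in these data hits start at about 4.7%; inactives centre near -7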
KCNK9 inh: human KCNK9 channel inhibition; Q9NPC2; HEK293 KCNK9, FluxOR thallium flux fluorescence; active compounds read low; B-score at 10 µM; actives 1.2% (n = 310,000);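 active = ratio B-score over 3 SD below the library mean, with starting fluorescence within 5 SD of its mean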;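 also: negative B-score means less thallium flux so channel inhibition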
HDAC3 inhib: blocks human histone deacetylase 3. recombinant HDAC3, fluorogenic peptide/trypsin coupled, fluorescence. inhibition, % at 8.3 µM. actives 0.15% (n = 320,000). AID 2718; in the data active = inhibition above about 26%, passing the limit was not always enough
Target sequence (O15379 whole entry, looked up): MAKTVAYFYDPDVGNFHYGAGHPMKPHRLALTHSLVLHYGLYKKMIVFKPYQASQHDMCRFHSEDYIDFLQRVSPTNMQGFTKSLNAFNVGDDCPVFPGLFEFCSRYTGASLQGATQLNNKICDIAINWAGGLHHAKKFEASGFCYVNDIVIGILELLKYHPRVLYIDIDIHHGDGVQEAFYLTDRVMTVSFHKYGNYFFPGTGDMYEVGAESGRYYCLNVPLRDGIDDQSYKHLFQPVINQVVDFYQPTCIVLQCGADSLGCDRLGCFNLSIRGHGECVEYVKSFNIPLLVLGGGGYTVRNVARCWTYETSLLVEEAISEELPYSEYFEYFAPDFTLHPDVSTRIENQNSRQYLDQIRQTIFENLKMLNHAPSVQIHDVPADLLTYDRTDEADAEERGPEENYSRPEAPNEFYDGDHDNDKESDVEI
Dyrk1A ADPGlo: inhibitors of rat Dyrk1A kinase; ADP-Glo luminescence, NFATc1 peptide; inhibition, % at 12.5 µM; actives 0.43% (n = 310,000); in the data active = inhibition above about 50%;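 also: plate controls were vehicle with enzyme for no effect and no enzyme for full effect; many of its hits are not listed in these tables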
Starred values were filed as active, the others as inactive; i = inactive; . = no result given.

| Molecule | KCNK3 block | KCNQ1 act | KCNQ1 inh | TRPC4 potent | TMEM16A act | TMEM16A inh | TRPC4 agonist | hERG rescue | KCNK9 inh | HDAC3 inhib | Dyrk1A ADPGlo |
| --- | --- | --- | --- | --- | --- | --- | --- | --- | --- | --- | --- |
| CC1(c2nnc(Cc3ccccc3)o2)CC(c2cccc(F)c2)=NO1 (centres undefined) | i | i | i | i | i | i | i | -1.7 | i | 1.7 | -1.1 |
| CC/C(=N/OC(=O)c1cccc(C)c1)C(=O)c1cccs1 | i | i | i | i | i | i | i | -3.5 | i | 20.2 | -4.5 |
| Cc1nnc2n(c1=O)C(CS(=O)(=O)c1ccc3ccccc3c1)CS2 (centres undefined) | i | i | i | i | i | i | i | -7.5 | i | -4.5 | -5.5 |
| CCCS(=O)(=O)N1CCCC(C(=O)NCc2ccc3c(c2)OCO3)C1 (centres undefined) | i | i | i | i | i | i | i | -2.9 | i | 1.4 | 5.3 |
| Cc1ccc(C(=O)CC(=O)c2ccccc2)cc1 | i | i | i | i | i | i | i | -6.1 | i | 5.8 | 1.7 |
| COCCNC(=O)Cn1nc(C(F)(F)F)c(Cl)c1C | i | i | i | i | . | i | i | -11.2 | i | 0.3 | 0.3 |
| CCCCN(C)CCCNC(=O)C1CC(=O)N(Cc2ccc(OC)cc2)C1 (centres undefined) | i | i | i | i | i | i | i | -9.2 | i | -9.7 | 1.7 |
| Cc1cccc(OCC(=O)NNC(=O)C2CCN(c3ncnc4sc(C)c(C)c34)CC2)c1 | i | i | i | i | i | i | i | -20.0 | i | 2.9 | 15.5 |
| COc1cc(OC)c(C(=O)OCC(=O)Nc2cc(C)on2)cc1OC | i | i | i | i | i | i | i | -5.0 | i | -2.0 | 0.4 |
| Cc1ccc(N/N=C(\C#N)C(=O)c2ccsc2)cc1 | i | i | i | i | i | i | i | -9.9 | i | 8.9 | -0.8 |
| O=C(NCCc1cccnc1)C1CCC(=O)N(Cc2cccc(C(F)(F)F)c2)C1 (centres undefined) | i | i | i | i | i | i | i | -8.7 | i | -2.9 | -11.2 |
| Cc1cccc(OCC(=O)NC(C)C(=O)N/N=C/c2c(OCc3ccccc3)ccc3ccccc23)c1 (centres undefined) | -9.43* | i | i | i | i | i | i | -10.9 | -15.8* | -1.2 | -5.5 |
| CCCCc1c(C)c(C#N)c2[nH]c3ccccc3n2c1=O | i | i | i | i | i | i | i | -5.4 | i | -25.1 | -3.9 |
| Cc1c(=O)n(OCc2ccccc2)c2ccccc2[n+]1[O-] | i | i | i | i | i | i | i | -13.0 | i | -7.9 | -1.2 |
| COc1ccc(-c2nnc(SCC(=O)Nc3ccc(Cl)cc3)n2C)cc1 | i | i | i | i | i | i | i | 0.9 | i | -11.2 | 1.8 |
| CN(Cc1ccccc1)C(=O)C1CCCN1S(=O)(=O)c1ccc2c(c1)n(C)c(=O)c(=O)n2C (centres undefined) | i | i | i | i | i | i | i | -2.3 | i | -4.9 | -0.8 |
| Cc1ccc(NS(=O)(=O)c2ccccc2Cl)c2c1CC(C)(C)O2 | i | i | i | i | i | i | i | -12.7 | i | 0.1 | -2.1 |
| CCOc1ccc(CCNC(=O)COC(=O)c2ccco2)cc1OCC | i | i | i | i | i | i | i | -7.1 | i | 1.6 | -3.4 |
| O=C(CC1SC(=Nc2ccccc2)N(Cc2ccccn2)C1=O)Nc1ccc(Br)cc1 (centres undefined) | i | i | i | i | i | i | i | -12.0 | i | 11.6 | -2.4 |
| CCOC(=O)c1c(C)n(-c2ccc(OC)cc2)c2ccc(O)c(CN(C)C)c12 | i | i | i | i | i | i | i | -17.5 | i | 9.1 | 1.1 |
| Cc1cc(C(=O)Nc2ccc3ccccc3c2)c(C)o1 | i | i | i | i | i | i | i | -5.3 | i | 1.4 | 2.4 |
| Cn1cnc([N+](=O)[O-])c1Sc1ccccc1 | i | i | i | i | i | i | i | -10.5 | i | 0.2 | -0.1 |
| O=C(CCc1nnc(CCCCc2ccccc2)o1)NCc1cccc(F)c1 | i | i | i | i | i | i | i | -10.3 | i | 4.4 | -0.4 |
| CC(C)(C)c1cnnn1-c1ccc([N+](=O)[O-])cc1 | i | i | i | i | i | i | i | -8.1 | i | -1.4 | . |
| CC(NC(=O)c1ccc(-c2cc(C(F)(F)F)ccc2Cl)o1)c1ccccc1 (centres undefined) | i | i | i | i | i | i | i | -6.8 | i | 1.3 | 2.8 |
| COc1ccc2c(c1)O/C(=C\c1ccccc1O)C2=O | i | i | i | i | i | i | i | -11.6 | i | 0.5 | . |
| COc1cccc(COC(=O)C2CCN(S(=O)(=O)c3ccc(C)cc3)CC2)c1OC | i | i | i | i | i | i | i | -9.2 | i | 1.9 | 1.0 |
| CC(CCc1ccc(O)cc1)NC(c1ccccc1)c1ccc(Cl)cc1 (centres undefined) | i | i | 12* | i | i | i | i | -23.5 | i | -0.1 | 4.3 |
| Cc1cccc(C(=O)NCCc2n[nH]c(=S)n2C)c1 | i | i | i | i | i | i | i | -6.8 | i | -0.3 | 11.1 |
| O=C(NCCc1cccnc1)C1CCC(=O)N(CCc2cccc(F)c2)C1 (centres undefined) | i | i | i | i | i | i | i | -7.6 | i | 1.9 | 0.2 |
| Cc1ccc(NC(=O)C2CCN(S(=O)(=O)c3ccc4c(c3)OCCCO4)CC2)nc1 | i | i | i | i | i | i | i | -5.0 | i | 2.5 | 15.1 |
| N#C/C(=C\c1ccccc1)C(=O)N1CCC(C(N)=O)CC1 | i | i | i | i | i | i | i | -3.5 | i | -0.7 | 5.7 |
| CC(=O)NCCCc1nc2ccccc2n1Cc1c(F)cccc1Cl | i | i | i | i | i | i | i | -10.9 | i | 1.6 | -1.3 |
| COc1ccc(C(=O)C2CCCN(S(=O)(=O)c3ccccc3F)C2)c(C)c1 (centres undefined) | i | i | i | i | i | i | i | -9.5 | i | -4.8 | -6.6 |
| Cc1ccc(C(=O)Oc2ccc(/C=C3\C(=N)N4N=C(N5CCOCC5)SC4=NC3=O)cc2)cc1 | i | i | i | i | i | i | i | -16.3 | i | -0.2 | 0.1 |
| Nn1c(SCC(=O)NCCN2C(=O)CSC2=O)nnc1-c1ccc(OC(F)F)cc1 | i | i | i | i | i | i | i | -13.1 | i | -3.0 | -5.0 |
| COc1ccc(N2C(=NC(=O)CCCc3ccccc3)SC3CS(=O)(=O)CC32)cc1 (centres undefined) | i | i | i | i | i | i | i | -0.3 | i | -0.4 | 3.4 |
| C=CCC(NCc1ccccc1)c1ccco1 (centres undefined) | i | i | i | i | i | i | i | -6.3 | i | -8.7 | -4.2 |
| NNC(=O)c1cc(O)c(O)c(O)c1 | i | i | i | i | i | i | i | 0.4 | i | -7.3 | 32.6 |
| Cn1c(NC(=O)c2ccc(Cl)s2)cc(=O)n(C)c1=O | i | i | i | i | i | i | i | -5.5 | i | 7.6 | 2.1 |
| O=S(=O)(NC1CC1)c1ccc(Cl)cc1F | i | i | i | i | i | i | i | -7.6 | i | 0.9 | -5.7 |
| CCCCC(CC)Cn1c(N)c(C#N)c2nc3ccccc3nc21 (centres undefined) | i | i | i | i | i | i | i | -0.4 | i | -2.6 | -3.1 |
| CCOC(=O)N1CCC(Nc2ncnc3c2cnn3-c2ccc(C)cc2C)CC1 | i | i | i | i | i | i | i | -6.7 | i | 6.5 | -0.8 |
| CC1CCC/C(=C(\C#N)c2nc(-c3cc4ccccc4oc3=O)cs2)C1 (centres undefined) | i | i | i | i | i | i | i | -6.4 | i | 2.4 | -5.0 |
| CCN(CC)S(=O)(=O)c1ccc2oc(C(=O)NC3CC3)c(C)c2c1 | i | i | i | i | i | i | i | -6.5 | i | 0.9 | -3.5 |
| Cn1nc(-c2ccc(OCC(N)=O)cc2)c2ccccc2c1=O | i | i | i | i | i | i | i | -14.2 | i | -5.6 | 8.9 |
| COCCN(CCNC(=O)c1ccc(NC2=NC3CS(=O)(=O)CC3S2)cc1)Cc1ccco1 (centres undefined) | i | i | i | i | i | i | i | -7.9 | i | -3.2 | -0.7 |
| N#C/C(=C\c1ccc(F)cc1)c1nc(-c2ccco2)cs1 | i | i | i | i | i | i | i | -8.5 | i | 1.1 | -9.3 |
| Fc1ccc(-c2ccc(Nc3cccc(F)c3)nn2)cc1 | i | i | i | i | i | i | i | -18.2 | i | 0.1 | 5.6 |
| CCOC(=O)CSc1n[nH]c(NS(=O)(=O)c2ccccc2C(F)(F)F)n1 | i | i | i | i | i | i | i | -6.9 | i | -3.3 | -1.4 |
| Cc1ccc2oc(C(=O)Nc3ccc(S(=O)(=O)Nc4onc(C)c4C)cc3)c(C)c2c1 | i | i | i | i | i | i | i | -5.1 | i | 2.4 | -0.5 |
| O=C(CC1C(=O)NCCN1Cc1ccccc1F)NC1CCCCCC1 (centres undefined) | i | i | i | i | i | i | i | -8.0 | i | 4.6 | 11.3 |
| COC(=O)CN(n1cnnc1)S(=O)(=O)c1ccccc1 | i | i | i | i | i | i | i | -3.0 | i | 1.5 | 6.7 |
| O=C(O)c1ccc2c(c1)N(Cc1ccc(F)cc1)C(=O)c1ccccc1S2 | i | i | i | i | i | i | i | 0.2 | i | -2.4 | -3.9 |
| CCOC(=O)N1CCN(C(=O)CN2C(=O)NC(c3ccccc3)(c3ccccc3)C2=O)CC1 | i | i | i | i | i | i | i | -2.7 | i | 1.2 | -6.4 |
| Cc1c(-c2ccccc2)sc(N)c1C(=O)N1CCOCC1 | i | i | i | i | i | i | i | -9.1 | i | 4.9 | -3.3 |
| CC(=O)Nc1cccc(C(=O)OCN2C(=O)c3ccccc3C2=O)c1 | i | i | i | i | i | i | i | -10.6 | i | -5.1 | 8.2 |
| c1ccc2c(c1)ccc1nnc(SCc3ccc4c(c3)OCCO4)n12 | i | i | i | i | i | i | i | -1.9 | i | 5.8 | 12.5 |
| O=C(Nc1ccc(Cl)c(-c2nc3ccccc3[nH]2)c1)c1ccc2c(c1)OCO2 | i | i | i | i | i | i | i | -13.0 | i | -0.5 | 1.7 |
| COc1ccc(CCNC(=O)CNS(=O)(=O)c2ccc(F)c(Cl)c2)cc1OC | i | i | i | i | i | i | i | -7.7 | i | 6.8 | . |
| O=C(Nc1ccc(NC(=O)c2cccs2)cc1)c1ccco1 | i | i | i | i | i | i | i | -1.7 | i | 0.0 | 5.3 |
| Cc1nn(Cc2ccc(Cl)cc2)c(Cl)c1/C=N/NC(=O)c1cccnc1 | i | i | i | i | i | i | i | -9.8 | i | 7.6 | 2.0 |

This is a subset; count on the stated rates, not on these rows.
